From PubChem
NCI-60 one-dose screen, 48 h, at 10 µM unless noted. Numbers give growth in % (100 = growth as untreated, 0 = no growth, -100 = all killed).
BT-549: BT-549 breast cancer. 4.4% of 78,000 active. AID 1794793
SK-MEL-2: SK-MEL-2 melanoma; 4.7% of 77,000 active; AID 1794763
T-47D: T-47D breast cancer | 5% of 79,000 active
SK-MEL-5: SK-MEL-5 melanoma. 6.4% of 80,000 active. AID 1794755
MDA-MB-435: MDA-MB-435 melanoma | 7.8% of 82,000 active
LOX IMVI: LOX IMVI melanoma | 7.4% of 79,000 active | AID 1794757
HS 578T: HS 578T breast cancer; 4.1% of 78,000 active
SK-MEL-28: SK-MEL-28 melanoma; 4.1% of 81,000 active; AID 1794761
Active calls of the source: *; · = no result given; & = joins results of further samples; [ ] = another dose, or the depositor's remark. The calls were made as follows: active = growth percent below 10; inactive = the rest.

SMILES	BT-549	SK-MEL-2	T-47D	SK-MEL-5	MDA-MB-435	LOX IMVI	HS 578T	SK-MEL-28
C=CCc1cc(Cl)ccc1N1C(=O)CN(Cc2ccccc2)C(=O)C1c1ccccc1 (centres undefined)	105	96	79	86	91	93	89	101
CC(/C=N/NC(=S)Nc1ccccc1)=C\c1ccccc1	99	102	71	100	104	104	107	98
C=C(C)[C@@H]1CC[C@]2(C(=O)N[C@H](CO)Cc3ccccc3)CC[C@]3(C)[C@H](CC[C@@H]4[C@@]5(C)CCC(=O)C(C)(C)[C@@H]5CC[C@]43C)[C@@H]12	85	98	·	100	91	68	79	89
CC(C)c1ccc(/C=N\NC(=O)N/N=C/c2ccc(C(C)C)cc2)cc1	103	103	96	109	108	103	104	117
CCOC(=O)c1cn2c3c(c(C)cc(C)c3c1=O)C(=O)CC2	92	97	75	105	107	112	111	121
CCOC(=O)CC[C@H](NC(=O)c1ccc(NC)c2ccccc12)C(=O)OCC	100	106	94	97	105	94	105	103
COc1cc(C(C)(C)C)cc(CN(C)C)c1O	103	111	92	105	111	97	110	108
Cc1nc(Nc2ccc(NC(=S)Nc3ccccc3)cc2)c2ccccc2n1	113	111	88	·	112	98	96	108
N#Cc1cnn(C(=O)c2ccccc2Br)c1NC(=O)c1cccc(Cl)c1	109	112	94	100	104	·	·	107
O=C1Nc2ccc(F)cc2C12OC2c1cccc([N+](=O)[O-])c1 (centres undefined)	124	105	91	99	105	99	114	105
CCCn1cc(-c2nc(Nc3ccc(C(=O)NCCCCNc4cccc5c4C(=O)N(C4CCC(=O)NC4=O)C5=O)cc3)nc3[nH]ccc23)cn1 (centres undefined)	-36*	10	-11*	16	34	91	6.2*	59
Brc1ncnc2nc[nH]c12	97	92	105	102	92	95	101	124
COc1cc(-c2nn(-c3cccc(NC(=O)CCNc4ccc(N5CCOCC5)cc4)c3)cc2-c2ccncc2)ccc1Cl	20	10	15	-41*	14	6.7*	30	32
O=C1/C(=C/C2=Cc3ccccc3OC2)SC(=S)N1c1ccc(F)cc1	100	120	88	100	101	92	99	98
Cc1cc2ccccc2cn1	105&106	107	107&104	109&101	106&101	100&102	144&113	200&109
CC(C)Nc1ccncc1CO	104	103	89	105	106	101	108	105
COc1c(OC(C)=O)ccc(C=O)c1[N+](=O)[O-]	109	103	95	115	103	101	118	110
Cc1occc1-c1nc2s/c(=C\c3cn(-c4ccccc4)nc3-c3ccccc3)c(=O)n2n1	98	100	95	92	99	103	105	101
CC(C)S(=O)(=O)NC1=CN2CC=CC2CC1=O (centres undefined)	88	98	81	105	105	95	105	109
N#CC1=C(c2ccc(Cl)cc2)Nc2c(c(-c3ccc(Cl)cc3)nn2-c2ccccc2)C12C(=O)Nc1ccccc12 (centres undefined)	35	92	36	85	70	58	73	87
CCOC(C(=O)N(C)CCN(C)CCc1ccccc1)(c1ccccc1)c1ccccc1	99	108	86	106	108	97	102	114
OCCC1CCCCC1	107	105	89	113	101	96	95	102
N=c1sc(Cc2ccc(Cl)cc2)cn1CC(=O)c1ccc(F)cc1	95	97	65	63	37	33	97	88
CCC(=O)c1cc(C(=O)OC)c2ccc3c4ccccc4ccc3n12	112	105	76	94	94	78	63	100
O=C(Nc1ccc(F)cc1)Nc1cccc2ccccc12	91	107	74	90	78	87	102	109
COc1ccc(-n2c(=O)n(O)c(=O)c3ccccc32)cc1	80	98	77	82	98	75	87	87
O=C(O)CC/C(=N\NC(=O)c1ccncc1)c1ccc(F)cc1	94	101	96	94	103	105	98	104
CCCCN(CCCC)CCCNc1c2c(nc3ccc(OC)cc13)CCCC2	94	106	106	93	99	81	94	108
CO[C@H](C(=O)N[C@@H](CCCCNC(=O)OCc1ccccc1)C(=O)OC(C)(C)C)[C@@H]1Cc2cc3cc(OC4CC(OC5CC(O)C(O)C(C)O5)C(O)C(C)O4)c(C)c(O)c3c(O)c2C(=O)[C@H]1OC1CC(OC2CC(OC3CC(C)(O)C(O)C(C)O3)C(O)C(C)O2)C(O)C(C)O1 (some centres undefined)	-80*	·	7.2*	-98*	-70*	-63*	-16*	-56*
NS(=O)(=O)c1cccc(C(=O)O)c1	97	111	75	104	101	96	112	103
COc1ccc2nc(C#N)sc2c1	103[100 µM]	111[100 µM]	100[100 µM]	104[100 µM]	103[100 µM]	·	100[100 µM]	112[100 µM]
O=C(c1ccco1)N1CCn2c(nnc2C(F)(F)F)C1	106	103	104	100	100	101	109	107
O=C(CCCCCCCCC(=O)c1ccccc1)c1ccccc1	126	98	99	108	97	100	106	123
O=C(OC(C(=O)c1ccc(Cl)cc1)c1ccccc1)c1ccc2ccccc2n1 (centres undefined)	100	103	85	107	104	100	97	96
O=C1NC(=S)S/C1=C\c1cn(-c2ccccc2)nc1-c1ccccc1	103&29	109&38	102&50	100&21	106&46	105&53	111&63	100&47
CC(C)N1CCSC1=S	104	103	107	98	101	106	111	110
Nc1nonc1-c1nc2ccccc2n1Cc1cc2c(cc1Cl)OCO2	95	94	74	92	88	84	95	114
Cc1ccccc1-c1nc(SCC(=O)N2CCN(c3ccccc3)CC2)n[nH]1	107	133	97	·	103	98	95	105
COC(=O)C(CCc1ccc([N+](=O)[O-])cc1)(CCc1ccc([N+](=O)[O-])cc1)C(=O)OC	89	92	75	70	96	84	89	92
Cc1ccc(-c2csc(NC(=O)CSc3nc(N)cc(=O)[nH]3)n2)cc1	110	97	87	98	105	96	93	105
COc1cc(OC)c(S(N)(=O)=O)cc1C(=O)/C=C/c1ccc2c(c1)OCO2	138	·	83	·	83	74	97	103
COc1cccc(/C=C2\CCc3ccccc3C2=O)c1	86	83	75	77	58	80	87	118
NC(=O)N/N=C/c1cn(-c2ccc(C(=O)O)cc2)nc1-c1ccc(C(=O)O)cc1	97	100	98	106	104	99	104	104
O=C(O)c1cc(N=Nc2ccc(/C=C/c3ccc(N=Nc4ccc(O)c(C(=O)O)c4)cc3S(=O)(=O)O)c(S(=O)(=O)O)c2)ccc1O	102	111	112	101	109	96	107	108
O=C(Nc1ncc(Cc2ccccc2Cl)s1)C1=NCCCN1	101	101	102	100	100	98	92	107
Cc1ccc(S(=O)(=O)c2nc(S(=O)(=O)c3ccc(Cl)cc3)c(N3CCN(C)CC3)s2)cc1	69	84	75	85	79	39	77	82
CCSC(SCC)C(OC(C)=O)C(OC(C)=O)C(COC(C)=O)OC(C)=O (centres undefined)	97	109	·	100	103	99	97	104
Cc1cc[n+](CCC(N)=O)cc1	116	105	99	104	100	94	112	108
CC(C)(C)n1cc(-c2ccnc(NCCNS(=O)(=O)c3ccc(C(F)(F)F)cc3)c2)c(-c2ccccc2)n1	94	105	63	81	100	93	100	100
O=C1c2ccccc2-c2ccc3c4ccc5c6c(ccc(c7ccc1c2c73)c64)-c1ccccc1C5=O	·	·	105	112	119	100	110	122
Later entries
SMILES	BT-549	SK-MEL-2	T-47D	SK-MEL-5	MDA-MB-435	LOX IMVI	HS 578T	SK-MEL-28
CCCCCCCCCCCCCCCCCCCCCCCCCC(=O)OCCCCCCCCCCCCCC	106	111	100	105	99	97	108	111
CO[C@H]1C[C@H](O[C@H]2[C@H](C)[C@@H](OC3O[C@H](C)C[C@H](N(C)C)[C@H]3O)[C@@H](C)C[C@]3(CO3)C(=O)[C@H](C)[C@@H](O)[C@@H](C)[C@@H](C)OC(=O)[C@@H]2C)O[C@@H](C)[C@@H]1O (some centres undefined)	95	120	106	97	104	99	111	108
O=NN(CC(=O)O)Cc1ccc(Cl)cc1	112	105	102	100	107	100	105	103
CCCCCC(C)c1ccc(O)c(C)c1 (centres undefined)	100	104	101	104	105	98	105	111
O=C(C1=C(O)C(=O)N(Cc2cccnc2)C1c1cccc(Oc2ccccc2)c1)c1ccco1 (centres undefined)	116	100	123	106	101	68	114	122
COc1cc(C)ccc1Oc1nc(Nc2ccc(N3CCOCC3)cc2)ncc1N=Cc1ccc(Cl)cc1	80	81	42	70	46	55	43	92
O=C1/C(=C/c2ccc(Cl)cc2)N=C2SCN(c3ccc(F)cc3)CN12	92	·	99	93	103	87	119	95
CN(C)c1ccc(/C=N\NC(=O)CCCCC(=O)N/N=C\c2ccc(N(C)C)cc2)cc1	84	98	102	97	106	99	102	109
O=C1OC(=O)C2C3CCCCC3=C3CCCCC3C12 (centres undefined)	110	103	·	101	104	98	101	106
O=C(Cn1cc(CN2CCN(c3ccnc4cc(Cl)ccc34)CC2)nn1)Nc1ccc(F)cc1	102	88	83	93	110	94	95	118
Clc1cc(Cl)cc(N2N=C(c3ccccc3)CC2c2sc(Cl)nc2Cl)c1 (centres undefined)	100	106	91	98	100	·	99	92
O=C(O)C1=Nc2ccccc2/C1=C\c1sc(Nc2ccc(O)cc2)nc1O	108	109	93	98	100	96	92	108
Cc1ccc(Sc2sc(-c3ccccc3)nc2[P+](c2ccccc2)(c2ccccc2)c2ccccc2)cc1	-15*	-38*	-9.8*	-98*	-16*	·	-1.9*	26
Cc1ccc(S(=O)(=O)N2CCN(S(=O)(=O)c3oc(-c4ccccc4)nc3C#N)CC2)cc1	76	75	61	64	78	8.4*	95	78
COc1ccc2c(c1)-n1c(C)cc(=O)n1CC(=O)N2	96	98	105	103	104	100	105	111
O=C(N[C@@H]1C[C@H]1c1ccc(F)c(F)c1)N[C@@H]1C[C@H]1c1ccc(F)c(F)c1	87	95	88	98	101	98	97	104
O=[N+]([O-])c1ccc(OCCCOc2ccc([N+](=O)[O-])cc2)cc1	81	99	87	134	92	96	120	120
O=c1c(O)c(-c2cc(O)c(O)c(O)c2)oc2cc(O)cc(O)c12	91	90	91	101	96	98	85	100
CN(C)/C(N)=N/N=C(\c1ccccc1)c1ccccn1	100	106	110	95	113	93	98	113
CN(/N=C\c1ccc([N+](=O)[O-])cc1)c1ccccn1	103	110	93	99	94	102	108	106
Fc1ccc2c(c1)COc1c-2c(C(F)(F)F)nn1-c1ccccc1	114	105	87	100	102	95	96	103
NCCCNc1nc2ccc(Cl)cc2c2c(=O)c3cc(F)ccc3sc12	106	104	76	94	31	-62*	66	103
O=C(CCCCC(=O)N/N=C\c1ccc(Cl)cc1)N/N=C\c1ccc(Cl)cc1	114	126	92	101	98	74	116	103
CC(C)NC(=O)OCc1cn2c(c1COC(=O)NC(C)C)CCC2	104	115	·	101	99	94	95	109
COc1ccc2c(ccc(=O)n2C)c1	104	98	132	105	119	100	108	106
COc1ccc(C(=O)CC(C(=O)O)c2ccc3c(c2)OCO3)cc1OC (centres undefined)	130	97	109	99	115	102	108	107
O=C1CCCC1=P(c1ccccc1)(c1ccccc1)c1ccccc1	114	118	97	108	102	90	122	117
Clc1ccc(SCNc2cccc(Cl)c2)cc1	84	96	78	96	·	24	86	109
CCCCCN(Cc1ccccc1)CC(O)c1ccc(Cl)cc1 (centres undefined)	·	108	78	103	95	63	121	97
C/C(=N\NC(=S)N/N=C(\C)c1ccccc1)c1ccccc1	95	112	91	69	84	84	108	108
CCCOc1ccc(C(=O)OCCNCC)cc1N	102	104	101	90	95	99	102	93
CC(=O)C[n+]1ccccc1Sc1ccc(Cl)cc1	30	132	85	90	78	28	84	100
O=c1[nH]c2ccccc2c(O)c1/C=N/C(=S)NCCc1ccccc1	99	108	87	113	97	95	104	103
Oc1ccc(Cc2ccc(O)c(C3CC(c4ccc(Cl)cc4)=NN3)c2)cc1C1CC(c2ccc(Cl)cc2)=NN1 (centres undefined)	36	-11*	38	24	3.4*	·	14	58
COc1c(N2CC3CCCNC3C2)c(F)cc2c(=O)c(C(=O)Oc3ccc(-c4cssc4=S)cc3)cn(C3CC3)c12 (centres undefined)	107	106	101	106	101	78	108	103
N#Cc1ccc(C(F)(F)F)nc1N1CCC(C(=O)Nc2ccc(Cl)cc2)CC1	71	·	65	·	68	44	105	87
CCCCC(=O)NC(c1cccnc1)c1cc(Cl)c2cccnc2c1O (centres undefined)	114	113	86	100	106	109	103	107

Among those listed so far, 13 contain an aryl methoxy group.
SMILES	BT-549	SK-MEL-2	T-47D	SK-MEL-5	MDA-MB-435	LOX IMVI	HS 578T	SK-MEL-28
COc1cc(C(C)(C)C)cc(CN(C)C)c1O	103	111	92	105	111	97	110	108
COc1cc(-c2nn(-c3cccc(NC(=O)CCNc4ccc(N5CCOCC5)cc4)c3)cc2-c2ccncc2)ccc1Cl	20	10	15	-41*	14	6.7*	30	32
COc1c(OC(C)=O)ccc(C=O)c1[N+](=O)[O-]	109	103	95	115	103	101	118	110
COc1ccc(-n2c(=O)n(O)c(=O)c3ccccc32)cc1	80	98	77	82	98	75	87	87
CCCCN(CCCC)CCCNc1c2c(nc3ccc(OC)cc13)CCCC2	94	106	106	93	99	81	94	108
COc1ccc2nc(C#N)sc2c1	103[100 µM]	111[100 µM]	100[100 µM]	104[100 µM]	103[100 µM]	·	100[100 µM]	112[100 µM]
COc1cc(OC)c(S(N)(=O)=O)cc1C(=O)/C=C/c1ccc2c(c1)OCO2	138	·	83	·	83	74	97	103
COc1cccc(/C=C2\CCc3ccccc3C2=O)c1	86	83	75	77	58	80	87	118
COc1cc(C)ccc1Oc1nc(Nc2ccc(N3CCOCC3)cc2)ncc1N=Cc1ccc(Cl)cc1	80	81	42	70	46	55	43	92
COc1ccc2c(c1)-n1c(C)cc(=O)n1CC(=O)N2	96	98	105	103	104	100	105	111
COc1ccc2c(ccc(=O)n2C)c1	104	98	132	105	119	100	108	106
COc1ccc(C(=O)CC(C(=O)O)c2ccc3c(c2)OCO3)cc1OC (centres undefined)	130	97	109	99	115	102	108	107
COc1c(N2CC3CCCNC3C2)c(F)cc2c(=O)c(C(=O)Oc3ccc(-c4cssc4=S)cc3)cn(C3CC3)c12 (centres undefined)	107	106	101	106	101	78	108	103
